procasp7 counter: procaspase-7 activators, primary screen, counter-screen for procaspase-3 activator project, biochemical, absorbance, HTS, human; Caspase-7 (Homo sapiens), P55210; recombinant procaspase-7, Ac-DEVD-pNA absorbance 405 nm; D23A/D198A/D206A triple mutant, cannot self-cleave; scale: DMSO 0, 5 µM enzyme 100; activation, % at 8.5 µM; 330,000 compounds, 0.093% hits; AID 463210, 2010;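 active = percent activation above the screen-wide mean plus 3 SD, cut at about 25% in these data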
Target sequence (P55210 whole entry D23A/D198A/D206A): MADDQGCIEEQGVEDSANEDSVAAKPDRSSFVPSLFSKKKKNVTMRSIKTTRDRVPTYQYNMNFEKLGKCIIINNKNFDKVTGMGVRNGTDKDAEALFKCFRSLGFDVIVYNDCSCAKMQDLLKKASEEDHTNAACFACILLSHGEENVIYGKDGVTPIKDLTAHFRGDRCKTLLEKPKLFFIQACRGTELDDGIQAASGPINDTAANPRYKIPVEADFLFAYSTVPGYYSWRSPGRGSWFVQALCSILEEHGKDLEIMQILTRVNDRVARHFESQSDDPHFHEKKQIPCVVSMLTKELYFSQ
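System: Procaspase-7 triple mutant (PC-7 D3A); measure: % activation from two-timepoint absorbance difference, scaled to controls; times: 1 h compound preincubation, 2 h substrate cleavage, 25 °C; also added: Ac-DEVD-pNA substrate, 400 µM as added; measured by: Epi-absorbance of released pNA at 405 nm, two timepoints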
CTSL1 counter: Fasciola hepatica cathepsin L1 inhibitors, primary screen, counter-screen for PFM18AAP inhibitor project, biochemical, QFRET, fluorogenic peptide substrate; recombinant F. hepatica cathepsin L1, Z-Leu-Arg-MCA fluorescence; inhibition, % at 5.96 µM; 300,000 compounds, 0.49% hits; AID 1906, 2009;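 active = inhibition above the mean of all tested compounds plus 3 SD, set per screening campaign, cut at about 17% in these data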;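 note: 0% = plate median of test compound wells and 100% = 1 µM Z-Phe-Ala-diazomethylketone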
PAFAH2 FP inh: PAFAH2 enzyme inhibitors, primary screen, biochemical, fluorescence polarization, human; recombinant PAFAH2, FP-rhodamine activity probe; 340,000 compounds, 0.99% hits; inhibition, % at 3.39 µM;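 active = inhibition above the mean over all tested compounds plus 3 SD, cut at about 30% in these data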;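 note: inhibitors block probe labeling of enzyme so polarization drops; 0% = enzyme with DMSO and 100% = wells lacking PAFAH2 protein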
PP5 primary: PP5 phosphatase inhibitors, primary screen, biochemical, fluorescence. Serine/threonine-protein phosphatase 5 (Homo sapiens), P53041. purified PP5c, OMFP substrate fluorescence. inhibition, % at 6.7 µM. 320,000 compounds, 0.18% hits. AID 1987, 2009;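 active = inhibition above the campaign's mean inhibition across all tested compounds plus 3 SD, cut at about 9.5% in these data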;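 note: 0% = DMSO only and 100% = 100 µM cantharidin control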
Target sequence (P53041 whole entry, looked up): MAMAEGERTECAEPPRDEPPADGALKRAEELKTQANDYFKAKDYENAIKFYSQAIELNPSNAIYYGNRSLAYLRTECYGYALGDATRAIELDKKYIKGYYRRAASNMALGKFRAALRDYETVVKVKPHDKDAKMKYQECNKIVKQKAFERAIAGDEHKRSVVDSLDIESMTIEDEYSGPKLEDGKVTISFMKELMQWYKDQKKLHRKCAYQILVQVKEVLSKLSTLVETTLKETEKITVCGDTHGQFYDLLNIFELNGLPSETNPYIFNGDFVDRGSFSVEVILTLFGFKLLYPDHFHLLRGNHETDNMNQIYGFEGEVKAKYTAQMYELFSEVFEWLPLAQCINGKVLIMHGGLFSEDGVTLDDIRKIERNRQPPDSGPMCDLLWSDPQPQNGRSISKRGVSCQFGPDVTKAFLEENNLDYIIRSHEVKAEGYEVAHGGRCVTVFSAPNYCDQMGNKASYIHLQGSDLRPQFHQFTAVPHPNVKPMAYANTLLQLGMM
AHR activator: AHR activators, primary screen, cell-based, luminescence, luciferase reporter, human; Aryl hydrocarbon receptor (Homo sapiens), P35869; AHR-responsive luciferase reporter cells; activation, % at 5 µM; 320,000 compounds, 2.5% hits; AID 2796, 2010; in the data active = activation above about 47%;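 note: 0% = vehicle wells and 100% = reference agonist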
TPT1 inhibitor: Candida albicans TPT1 enzyme inhibitors, primary screen, biochemical, fluorescence polarization. inhibition, % at 5 µM. 300,000 compounds, 0.81% hits. recombinant caTPT1, FP RNA substrate dephosphorylation. tRNA 2'-phosphotransferase TPT1 (Candida albicans SC5314). AID 1962, 2009;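 active = inhibition above the mean of all tested compounds plus 3 SD, set per screening campaign, cut at about 24% in these data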;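 note: plate controls were DMSO alone for no effect and ferristatin control at 100 nM for full effect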
core dimer inh: inhibitors of HCV core protein dimerization, primary screen, biochemical, TR-FRET, high-throughput; 300,000 compounds, 0.33% hits; inhibition, % at 5 µM; AID 1899, 2009; TR-FRET GST/Flag-core106 dimerization, 1536-well;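 active = inhibition above the mean of all tested compounds plus 3 SD, set per screening campaign, cut at about 45% in these data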
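Material: GST/Flag-tagged HCV core106 proteins. Incubation: 4 h, 22.5 °C incubation. Read-out basis: inhibition (%) from 671 over 617 nm ratio. Measured by: TR-FRET, excitation 340 nm, emission 617 and 671 nm.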
PP1 inh: PP1-alpha phosphatase inhibitors, primary screen, counter-screen for PP5 inhibitor project, biochemical, fluorescence, OMFP substrate, single point | 320,000 compounds, 0.9% hits | purified PP1alpha | Serine/threonine-protein phosphatase PP1-alpha catalytic subunit (Homo sapiens), P62136 | inhibition, % at 6.7 µM;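 active = inhibition above the mean inhibition of all tested compounds plus 3 SD, computed separately for each screening campaign, cut at about 15% in these data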
procasp3 activ: activators of human procaspase-3 D3A mutant, primary screen, biochemical, absorbance, PC-3 D3A mutant, single concentration; activation, % at 8.5 µM; recombinant procaspase-3 D3A, Ac-DEVD-pNA absorbance 405 nm; Caspase-3 (Homo sapiens), P42574; 330,000 compounds, 0.11% hits;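 active = activation above the mean of all tested compounds plus 3 SD, cut at about 21% in these data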;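 note: 0% = DMSO alone and 100% = DMSO wells spiked with extra 5 µM PC-3 D3A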
Target sequence (P42574 whole entry D9A/D28A/D175A): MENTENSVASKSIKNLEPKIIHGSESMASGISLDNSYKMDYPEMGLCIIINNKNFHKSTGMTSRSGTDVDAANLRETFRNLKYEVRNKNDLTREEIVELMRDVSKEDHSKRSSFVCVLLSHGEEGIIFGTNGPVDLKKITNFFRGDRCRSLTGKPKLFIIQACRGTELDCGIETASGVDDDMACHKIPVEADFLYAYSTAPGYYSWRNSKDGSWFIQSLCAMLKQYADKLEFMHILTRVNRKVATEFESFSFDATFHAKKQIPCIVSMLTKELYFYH
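Assay system – Procaspase-3 D3A mutant · Benchmarks – DMSO low control, extra-enzyme high control · Technique – 405 nm absorbance of p-nitroaniline, reads at 0 and 120 min · Doses – 8.5 µM nominal · Measure – % activation between DMSO and enzyme-spiked controls · Also added – Ac-DEVD-pNA chromogenic peptide substrate · Schedule – 1 h compound preincubation, 2 h substrate hydrolysis at 25 °C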
* = called active by the depositor; · = no result given; & = joins results of further samples.

#	molecule	procasp7 counter	CTSL1 counter	PAFAH2 FP inh	PP5 primary	AHR activator	TPT1 inhibitor	core dimer inh	PP1 inh	procasp3 activ
1	Cc1cccc(C(=O)O/N=C/c2c(Cl)n(C)c3ccccc23)c1	-10	-4	-2	-1.4	-3	-4	3	5	-2
2	CC1CCN(C(=O)CC(NC(=O)c2ccccc2Cl)c2ccccc2)CC1 (stereo unspecified)	-3	-1	-2	0.1	-1	-3	-6	0	2
3	N#Cc1ccsc1NC(=O)C1CCN(S(=O)(=O)c2cccs2)CC1	3	0	2	1.8	-2	1	-6	-1	7
4	Cc1onc(-c2c(Cl)cccc2Cl)c1C(=O)N[C@@H]1C(=O)N2[C@@H]1SC(C)(C)[C@@H]2C(=O)O	-1	-6	7&1	-1.3	-3	0	-5	3	7
5	COc1ccccc1S(=O)(=O)Nc1cc(C)nn1-c1ccc(C)cc1	-6	-3	-1	3.1	11	7	13	-2	-8
6	Oc1ccc(-c2nc(=S)[nH][nH]2)cc1	-27	8	7	0.6	8	-1	4	-1	-29
7	NC(=O)CN1C(=O)C(O)(CC(=O)/C=C\c2ccc3c(c2)OCO3)c2ccccc21 (stereo unspecified)	3	2	-6	-2.7	14	-1	3	-1	-1
8	COc1ccc(C2Nc3ccccc3NC3=C2C(=O)CC(C)(C)C3)c(OC)c1OC (stereo unspecified)	11	-10	0	1.2	2	-4	-11	1	2
9	Cc1sc(NC(=O)CSc2nnnn2C)c(C#N)c1C	6	-3	9	-1.4	20	1	-2	0	-2
10	CCN1CCN(C(=O)C(=O)c2cn(CC(=O)N(CC)CC)c3ccccc23)CC1	5	4	-4	3.0	4	-2	1	-3	2
11	COC(=O)c1ccccc1N1C(=O)[C@@H]2C(c3ccc(Br)cc3)=NO[C@@H]2C1=O	-3	1	3	4.3	-1	0	-2	-1	8
12	O=C(c1cnn(C(=O)c2ccco2)c1)c1cc(Cl)cc(Cl)c1O	-12	·	11	·	4	·	·	·	-3
13	CC(NC(=O)CN(C)S(=O)(=O)c1cnc[nH]1)c1ccccc1 (stereo unspecified)	-2	0	-9	1.7	0	-2	-3	1	1
14	Cc1ccc(NC2=CC(=O)C(=O)c3ccccc32)c(C)c1	6	·	5	6.4	26	·	·	-1	-7
15	CC(OC(=O)Cc1ccc(Br)cc1)C(=O)NC1CCCC1 (stereo unspecified)	5	·	-1	·	2	·	·	·	1

Results in sequence from the list.
Nos. 7–14 in PP5 primary, in turn: -2.7, 1.2, -1.4, 3.0, 4.3, ·, 1.7, 6.4

New compounds follow
#	molecule	procasp7 counter	CTSL1 counter	PAFAH2 FP inh	PP5 primary	AHR activator	TPT1 inhibitor	core dimer inh	PP1 inh	procasp3 activ
16	O=C(NCC(c1ccco1)N1CCCC1)c1ccc(S(=O)(=O)Nc2ccccc2F)cc1 (stereo unspecified)	3	0	2	1.0	-2	2	-4	-2	-5
17	O=C(CCn1c(=S)[nH]c2ccccc2c1=O)Nc1ccc(F)cc1	3	-5	-4	-2.1	-6	-5	0	-6	13
18	CCOC(=O)c1c(C)n(C)c2ccc(OCC(O)CNCCc3ccccc3)cc12 (stereo unspecified)	-7	-2	1	3.0	5	2	-5	-7	-1
19	Cc1csc(NC(=O)CCCSc2nc3ccccc3s2)n1	-3	-8	1	1.8	11	-3	-1	1	4
20	Cc1ccc(C)c(N(C)S(=O)(=O)c2ccc3c(c2)oc(=O)n3C)c1	9	-3	-5	2.9	0	-1	-1	1	-6
21	O=C(c1ccc(N2CCN(CCO)CC2)nc1)N1CCOCC1	5	6	-2	0.5	1	-2	-3	-3	1
22	COc1ccc(CN2CCN(C(=O)c3ccc(-c4ccccc4)cc3)CC2)c(OC)c1OC	-2	-2	6	-0.6	1	-2	2	1	-3
23	CC1(C)CN(c2cccc(Br)c2)C1=O	1	-1	-3	2.3	-2	0	-1	3	5
24	CCn1c(SCc2cccc(C(=O)O)c2)nnc1-c1ccccc1	-1	-1	2	3.3	0	-2	6	-1	7
25	CCCCN1CC(=O)N2[C@H]3c4ccc(OC)cc4OC[C@@H]3[C@H](C(=O)OCC)[C@]2(C)C1=O	5	·	-6	1.8	-1	·	·	5	4
26	Cc1cccc(CN2CCN(C(c3ccccc3)c3ccc(Cl)cc3)CC2)c1 (stereo unspecified)	4	4	-6	-0.6	-1	-3	-8	-1	3
27	COC(=O)Cc1ccc(NC(=S)NCCCN2CCOCC2)cc1	-6	-2	-3	3.2	-2	-2	-1	1	-1
28	CCOCCCNC(=O)NC(=O)CN1CCN(S(=O)(=O)c2ccc3c(c2)OCCO3)CC1	4	-1	3	0.0	1	0	-4	-2	3
29	CC(=O)c1ccc(NC(=O)Nc2ccccc2)cc1	-8	2	0	2.3	0	2	-3	-4	-10
30	CCCNS(=O)(=O)c1ccc(CCC(=O)N2CCN(c3ccc(F)cc3)CC2)cc1	-6	4	-2	2.6	-1	-1	8	0	2
31	O=C(COC(=O)/C=C/c1cn(-c2ccccc2)nc1-c1ccc2c(c1)OCCO2)NC1CCS(=O)(=O)C1 (stereo unspecified)	7	-8	-1	3.9	4	2	6	-4	-4
32	CCOC(=O)c1cccc(NC(=O)CCc2ccccc2)c1	0	-4	-2	-2.0	1	0	0	-5	7
33	CC#CC#Cc1cccc(=O)o1	-3	10	6	1.1	-1	-3	3	-1	4
34	CCO[C@@H]1OC(C(=O)NCc2nc3ccccc3[nH]2)=C[C@H](C)[C@H]1CCCO	6	3	-2	0.9	4	-1	-9	2	6
35	COc1ccccc1N1CCN(C(=O)c2cccc(S(=O)(=O)NCc3cccnc3)c2)CC1	9	·	6	0.7	5	·	·	2	-5
36	CCOC(=O)N1CCN(C(=O)c2ccc(Cn3c(=S)[nH]c4ccc(Br)cc4c3=O)cc2)CC1	-4	0	0	-2.9	-2	0	16	-5	-2
37	O=C(/C=C/c1ccc2c(c1)OCO2)Nc1nc(-c2ccccc2)cs1	16	2	-33	4.3	1	1	-3	-4	5
38	COc1ccc(-n2sc3ccc(F)cc3c2=O)cc1	-22	·	4	1.3	18	·	·	0	-22
39	O=C(Nc1ccccc1C(=O)Nc1ccccn1)c1cccc([N+](=O)[O-])c1	14	1	4	8.2	7	1	-1	0	3
40	Clc1ccc(N=C2SCC3CCCCN23)cc1 (stereo unspecified)	0	13	5	-8.4	0	-4	-13	7	-2
41	COc1cc2c(cc1OC)CN(C1CCC(C)CC1)CC2 (stereo unspecified)	-2	9	-8	-5.7	-3	2	-6	3	-6
42	Cc1ccc(/C=C2\SC(=S)N(CCC(=O)N3CCCCC3)C2=O)cc1	-3	-1	-5	0.6	5	-2	-6	1	-1
43	c1ccc(-c2nnc(-c3ccccc3)nn2)cc1	-4	-5	·	2.1	19	-1	-6	-1	4
44	CCCCn1c(=O)[nH]c(=O)c2c1nc(-c1ccccc1F)n2Cc1ccccc1OC	1	-1	7	1.4	2	-3	9	3	4
45	O=C1NNC(c2ccccc2)=N/C1=C\c1ccc(Cl)cc1	6	-2	·	-0.7	15	-2	-1	-4	-1
46	COc1cc2ncnc(NCc3cccc(F)c3F)c2cc1OC	9	-2	-8	2.3	15	-2	-2	-4	13
47	CCc1c(C)nc(N2CCOCC2)[nH]c1=O	9	2	0	0.8	-2	-4	-2	1	-5
48	CCOC(=O)CSC1=C(C#N)C(c2sccc2C)C(C(C)=O)=C(C)N1 (stereo unspecified)	-6	-2	0	4.1	2	-2	0	-1	-6
49	Cn1c(N)c(N2CCCCC2)c(=O)n(CC(=O)Nc2ccc(Cl)c(Cl)c2)c1=O	7	-1	-1	4.1	1	-5	-1	2	0
50	Cc1ncoc1C(=O)N1CCc2c([nH]c3ccccc23)C1C(C)(C)C (stereo unspecified)	6	-3	12	-0.2	12	-4	-1	4	-7
51	CC(=O)NC(=S)Nc1cccc2ccc(C)nc12	5	-5	8	2.5	13	3	1	-5	-3
52	O=C(NCC1CCCO1)NC12CC3CC(CC(C3)C1)C2 (stereo unspecified)	6	-1	33*	-1.2	0	0	2	-4	0
53	CN(C)C(CNC(=O)c1ccc(C(=O)c2ccccc2)cc1)c1ccccc1 (stereo unspecified)	-6	3	3	-0.9	0	2	-7	-4	0
54	Cc1ccc(OCC(=O)Nc2ccc(-c3nnc(-c4ccco4)o3)cc2)cc1	0	-2	5	-0.1	-1	0	12	25*	2
55	O=C1CCCN1c1ccc(S(=O)(=O)N2CCN(c3ccccn3)CC2)cc1	4	3	-5	-0.3	-1	0	-5	-4	4
56	O=C(Cn1nc(-c2ccc(F)cc2)ccc1=O)Nc1ccc(C(=O)NC2CC2)cc1	-1	-3	-2	-0.1	3	-10	1	1	-3
57	O=C(Nc1nnc(CSCc2ccc(F)cc2)s1)c1ccc([N+](=O)[O-])cc1	3	-1	7	-2.7	6	3	26	4	-5
58	CCCCc1c(O)nc(SCC(=O)N2CCCCC2)[nH]c1=O	-4	-4	6	1.1	2	-2	-5	-1	5
59	O=C(Cc1sc(-c2ccccc2Cl)nc1-c1ccccc1)Nc1ccc(F)cc1	-1	0	-11	-1.6	0	-3	17	-4	6
60	O=C(/C=C/c1cccs1)NNC(=O)c1cccc([N+](=O)[O-])c1	-5	·	7	·	20	·	·	·	-7
61	Cc1ccc(S(=O)(=O)N2CCN(CCNC(=O)C(=O)NCc3ccccc3)CC2)cc1	6	3	4	0.2	-2	-3	-1	1	-5
62	O=C(NCCCn1ccnc1)c1nn2c(C(F)(F)F)cc(-c3ccc(Br)cc3)nc2c1Cl	6	0	-2	1.2	-1	1	3	9	-5
63	O=C(CCC(=O)N1CCCC1)Nc1ccc(Cl)c(Cl)c1	9	0	54*	-0.7	6	1	10	-1	3
64	CC(=O)OCCN(CCCn1c(-c2ccncc2)nc2ccccc21)c1nc(-c2ccc(C)cc2)cs1	1	0	2	1.6	13	2	-8	-2	-7

2 records picked at random from those above, as already listed:
#	molecule	procasp7 counter	CTSL1 counter	PAFAH2 FP inh	PP5 primary	AHR activator	TPT1 inhibitor	core dimer inh	PP1 inh	procasp3 activ
63	O=C(CCC(=O)N1CCCC1)Nc1ccc(Cl)c(Cl)c1	9	0	54*	-0.7	6	1	10	-1	3
62	O=C(NCCCn1ccnc1)c1nn2c(C(F)(F)F)cc(-c3ccc(Br)cc3)nc2c1Cl	6	0	-2	1.2	-1	1	3	9	-5
